KDM5B inh: KDM5B demethylase inhibition; Q9UGL1; actives 2.6% (n = 220,000); AID 1347165; Potency, µM (titrated, usually from 57.7 µM), for the others: at the top dose activity change, negative = inhibition, hits mostly inhibitors; KDM5B demethylase, FDH-coupled NADH fluorescence (FDH is formaldehyde dehydrogenase); active = well fitted inhibition curve with a large enough effect; inconclusive = small, poorly fitted or top-dose-only effect; inactive = no such curve, though single readings can be large or run the other way; also: 0% is about no effect; nearly all actives have a fitted effect of over 70% in size
Target sequence (Q9UGL1 whole entry, looked up): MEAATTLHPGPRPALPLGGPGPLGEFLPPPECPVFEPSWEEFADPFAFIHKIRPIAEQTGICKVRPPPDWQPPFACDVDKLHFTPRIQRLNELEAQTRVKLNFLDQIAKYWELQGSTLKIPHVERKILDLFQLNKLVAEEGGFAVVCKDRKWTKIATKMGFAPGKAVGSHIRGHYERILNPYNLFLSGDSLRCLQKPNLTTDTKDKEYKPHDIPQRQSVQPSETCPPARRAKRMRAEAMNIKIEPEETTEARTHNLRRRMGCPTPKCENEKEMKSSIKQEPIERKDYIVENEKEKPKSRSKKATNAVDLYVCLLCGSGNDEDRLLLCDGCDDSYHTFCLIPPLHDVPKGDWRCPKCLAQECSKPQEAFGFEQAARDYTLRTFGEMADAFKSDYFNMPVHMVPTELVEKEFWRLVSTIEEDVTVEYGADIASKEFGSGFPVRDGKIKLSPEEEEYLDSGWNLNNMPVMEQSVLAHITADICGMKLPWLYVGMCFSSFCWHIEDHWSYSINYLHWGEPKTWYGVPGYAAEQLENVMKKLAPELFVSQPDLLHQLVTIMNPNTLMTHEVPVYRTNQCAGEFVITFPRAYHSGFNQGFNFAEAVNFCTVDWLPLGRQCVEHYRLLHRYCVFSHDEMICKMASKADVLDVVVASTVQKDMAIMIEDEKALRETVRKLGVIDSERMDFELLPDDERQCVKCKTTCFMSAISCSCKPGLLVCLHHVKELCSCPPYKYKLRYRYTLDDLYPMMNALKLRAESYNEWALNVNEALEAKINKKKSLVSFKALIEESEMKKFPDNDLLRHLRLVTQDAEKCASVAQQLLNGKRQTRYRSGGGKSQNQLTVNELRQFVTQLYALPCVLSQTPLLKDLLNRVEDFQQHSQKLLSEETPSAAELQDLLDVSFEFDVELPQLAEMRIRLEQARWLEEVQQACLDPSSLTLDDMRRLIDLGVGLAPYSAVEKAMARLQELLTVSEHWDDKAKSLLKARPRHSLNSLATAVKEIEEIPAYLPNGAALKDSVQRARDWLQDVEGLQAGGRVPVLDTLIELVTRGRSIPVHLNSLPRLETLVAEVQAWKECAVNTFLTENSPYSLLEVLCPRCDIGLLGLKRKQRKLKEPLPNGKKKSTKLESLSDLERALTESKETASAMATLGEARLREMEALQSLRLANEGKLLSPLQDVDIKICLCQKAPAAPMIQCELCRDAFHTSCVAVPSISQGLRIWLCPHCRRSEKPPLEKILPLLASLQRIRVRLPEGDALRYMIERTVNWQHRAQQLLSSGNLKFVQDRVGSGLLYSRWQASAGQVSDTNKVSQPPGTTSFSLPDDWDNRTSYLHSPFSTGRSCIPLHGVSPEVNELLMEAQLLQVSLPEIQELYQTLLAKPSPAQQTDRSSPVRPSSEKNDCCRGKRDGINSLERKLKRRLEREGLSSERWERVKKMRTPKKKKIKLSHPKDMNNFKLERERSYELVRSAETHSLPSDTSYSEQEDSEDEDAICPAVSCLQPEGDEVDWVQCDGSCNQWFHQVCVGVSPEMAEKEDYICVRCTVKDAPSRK
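Inhibition is measured as reduced NADH fluorescence generation from FDH coupling to formaldehyde release. Truncated KDM5BΔAP at 200 nM final acts on H3K4me3 peptide (12.5 µM in substrate mix) in pH 7.5 HEPES buffer with Tween-20, 30 min, room temperature.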
* = called active by the depositor; ? = inconclusive; [ ] = another dose, or the depositor's remark. Potency is read from the fitted curve at half-maximal effect. Only part of the results is shown; the hit share may differ from the screen's.

KDM5B inh | canonical_smiles
? | CCC(CC)NC(=O)COC(=O)c1cc(-c2ccc(C)o2)nc2ccccc12
-16.1% | Cc1ncsc1CCC(=O)N[C@@H]1COCC[C@@H]1Oc1cccc(F)c1
27.7% | CCN(CC(=O)Nc1ccccc1OC)C(=O)CSCc1ccc(C)cc1
12.5% | Cc1ccc(CNC(=O)[C@H](CC(C)C)NC(=O)N2CCn3c2nc2ccccc23)cc1
? | O=C(Cc1cccs1)N1CC(c2noc(C3CCCN3CC3CC3)n2)C1 (centres undefined)
-12.7% | O=S(=O)(c1ccc(Br)s1)N1CCN(c2cccc(C(F)(F)F)c2)CC1
-8.7% | COc1ccc(CNC(=O)[C@@H]2CCC[C@@H](NC(=O)c3ccc(C#N)cc3)CN(C)C(=O)C2)cc1
14.0% | CCOC(=O)C1CCN(C(=O)C(C)OC(=O)c2nn(CC)c(=O)c3ccccc23)CC1 (centres undefined)
11.8% | N#CCCNC(=O)COC(=O)/C=C/c1cccc2cccnc12
12.1% | O=C(c1cccc(OC(F)(F)F)c1)N1CC(CO)C2(CCNCC2)C1 (centres undefined)

Three compounds already listed, arranged by molar mass, lowest first.
KDM5B inh | canonical_smiles
12.1% | O=C(c1cccc(OC(F)(F)F)c1)N1CC(CO)C2(CCNCC2)C1 (centres undefined)
? | O=C(Cc1cccs1)N1CC(c2noc(C3CCCN3CC3CC3)n2)C1 (centres undefined)
-8.7% | COc1ccc(CNC(=O)[C@@H]2CCC[C@@H](NC(=O)c3ccc(C#N)cc3)CN(C)C(=O)C2)cc1

Structural class, the compounds so far containing four or more nitrogen atoms (3)
KDM5B inh | canonical_smiles
12.5% | Cc1ccc(CNC(=O)[C@H](CC(C)C)NC(=O)N2CCn3c2nc2ccccc23)cc1
? | O=C(Cc1cccs1)N1CC(c2noc(C3CCCN3CC3CC3)n2)C1 (centres undefined)
-8.7% | COc1ccc(CNC(=O)[C@@H]2CCC[C@@H](NC(=O)c3ccc(C#N)cc3)CN(C)C(=O)C2)cc1

Continued.
KDM5B inh | canonical_smiles
? | CCNCc1ccc(-c2ccc(C(F)(F)F)cc2)o1
-13.1% | O=C(Nc1ccccc1)Nc1ccc(NC(=O)c2ccc(Cl)cc2)cc1
8.3% | COc1ccc(NC(=O)[C@@H]2C[C@@H](c3ccc(F)cc3)N([S+](=O)([O-])c3ccccc3)C2)cc1
3.4% | Cc1ccc(C(=O)N2CCCC(n3cc(-c4nc(C(C)C)no4)nn3)C2)cc1F (centres undefined)
? | COc1ccc(CNc2cc3c(cn2)CN(C)CCN3C)cc1OC
9.2% | O=C1NCCCCCCN(C(=O)c2cnccn2)[C@H]2C[C@H](C(=O)N3CCc4ccccc4C3)C[C@@H]12
5.2% | Cc1ccc(C(=O)N2CCC(Cc3noc(C4CCOCC4)n3)C2)s1 (centres undefined)
? | Cc1cccc(Cn2c(SCc3ccc(C(=O)NCCc4ccccc4)cc3)nc3cccnc32)c1
-7.9% | Cc1ccc(-c2noc(-c3nc(-c4ccncc4)no3)n2)cc1
? | CCN1c2cc(C(=O)Nc3ccc(Cl)c(C)c3)ccc2C(=O)N2CCCCC21 (centres undefined)
31.6µM* | CC(C)CCN1CCc2c(n(Cc3cccnc3)n(CCc3ccccc3)c2=O)C1
? | CCOc1ccccc1C1C(C#N)=C(SCC(=O)Nc2ccc(C)cc2)NC2=C1C(=O)CCC2 (centres undefined)
-23.4% | COc1ccc(Oc2c(C(F)(F)F)oc3cc(OC(C)=O)ccc3c2=O)cc1
-16.1% | CCOC(=O)N1CCc2c(sc3c2c(=O)n(-c2ccc(CC)cc2)c(=O)n3CC(=O)c2ccc(F)cc2)C1
2.2% | Cc1nc(-c2ccccn2)sc1C(=O)NC1CCC(C(F)(F)F)CC1 (centres undefined)
-24.9% | CC1C(=O)C2(CCCCC2)C(=O)OC1c1ccc(Cl)cc1 (centres undefined)
18.0%[86.2 µM] | CN(CCc1ccccn1)[C@H]1[C@@H]2OC[C@@H](O2)[C@@H](NCc2ccccc2O)[C@@H]1O
-41.6% | O=C(N[C@@H]1CCOC[C@H]1Oc1ccccn1)c1ccccc1-c1ncc[nH]1
-5.7% | Cc1cccc(NC(=O)N2C[C@@H](F)C[C@H]2C(=O)N2CCc3ccccc3C2)c1C
? | CC(CCc1ccccc1)NCc1ccco1 (centres undefined)
-9.0% | CC(C)CCC(C)(N)C(=O)O (centres undefined)
-11.7% | Cc1cc(=O)n(CC(=O)Nc2cccc([N+](=O)[O-])c2)c(-n2nc(C)cc2C)n1
-4.8% | Cc1ccc(-c2c[n+]3c(n2-c2ccccc2)CCC3)cc1
31.6µM* | O=C(NCc1nnc2ccc(-c3ccc(Cl)cc3)nn12)c1ccc(F)c(F)c1
18.6% | Cc1nn(C)c2sc(C(=O)N3CCN(S(=O)(=O)c4ccc(F)cc4F)CC3)cc12
28.2µM* | O=C(N[C@H]1CCN2C(=O)N(c3cccc4nsnc34)C(=O)[C@@H]2C1)c1ccnc(Cl)c1
? | Cc1ccc(-c2csc(Nc3ccc(O)c(C(=O)O)c3)n2)cc1
? | CCCCn1c2c(c(=O)[nH]c1=O)C(c1ccc(Br)cc1)C1=C(COC1=O)N2 (centres undefined)
? | Cc1ccc2cc(CCC(=O)N3CCOCC3)c(=O)[nH]c2c1
13.9% | CC(Sc1ccc2ccccc2n1)C(=O)Nc1ccc(C(N)=O)cc1 (centres undefined)
-5.6% | Cc1cccc(NC(=O)c2cccc(N3CCCS3(=O)=O)c2)c1
-1.2% | O=C(Cn1ncc2c([nH]c3ccccc32)c1=O)Nc1cc(F)ccc1F
17.4% | Cc1ccc(F)cc1NC(=O)CCc1c[nH]c2ccccc12
-29.8% | CN(C)CCN1CC2(CCCN(C(=O)CCc3cc(=O)[nH]o3)C2)CCC1=O (centres undefined)
-7.5% | Cc1ccc(-c2onc(C)c2C)cc1S(=O)(=O)N1CCN(c2ccccc2F)CC1
-3.4% | CCCCNC(=O)[C@@H](c1ccccc1)N1Cc2ccccc2C1=O
? | Cc1ccc(C(=O)NCc2nnc3cc(-c4nc(C5CC5)no4)ccn23)cc1
-1.4% | CCC(C)NC(=O)COCc1cc(-c2ccc3c(c2)OCO3)on1 (centres undefined)
-6.5% | CCC(C)(C)C(=O)N1CCn2c(nnc2[C@@H]2C[C@@H](O)CN2Cc2ccccc2)C1
-13.9% | CC1=C(C(=O)Nc2ccccc2)C(c2ccc(C(=O)O)cc2)n2nc(SCC(=O)c3ccc(C)cc3)nc2N1 (centres undefined)
-19.3% | CCCCCCSc1nnc2c(n1)OC(C)Nc1ccc(Br)cc1-2 (centres undefined)
17.9% | O=C(Nc1ccccc1Br)C1CC2CCC1C2 (centres undefined)
-5.5% | CCC(CC)NC(=O)Cn1nc(C)c2ccccc2c1=O
-7.6% | COc1ccc(C(CC(=O)N(C)Cc2ncc(C)[nH]2)c2ccccc2)cc1 (centres undefined)
11.2% | CCOC(=O)c1cn(C2CN(S(=O)(=O)c3cccc(Cl)c3)C2)nn1
3.7% | Cc1cc(F)ccc1NC(=O)c1cc(-c2ccc[nH]2)n[nH]1
-18.8% | O=c1cc(-c2ccccc2)nc(SCc2nc(-c3ccccc3Cl)no2)[nH]1
? | O=c1c2c(n(Cc3cccnc3)n1-c1ccccc1)CN(CC1CC1)CC2
-23.5% | O=C(NCc1nc(-c2ccccc2)no1)c1ccco1
21.0% | CCc1cccc(C)c1NC(=O)Cn1ccn(-c2ccc(OC)c(OC)c2)c(=O)c1=O

(cont.)
KDM5B inh | canonical_smiles
1.1% | NC(=O)[C@@H]1C[C@H](Oc2cccnc2)CN1S(=O)(=O)Cc1ccccc1F
4.9% | Cc1ccc(C(=O)C(OC(=O)c2ccco2)c2ccccc2)cc1C (centres undefined)
29.3%[86.2 µM] | O=C(c1cccnc1)N1CC[C@H](c2nnc(Cc3ccccc3)o2)C1
0.1% | O=C(c1ccoc1)N1CCN2CCS(=O)(=O)N(C3CC3)C(=O)C2C1 (centres undefined)
18.1% | CS(=O)(=O)N1CCCC(C(=O)Nc2ccccc2SC2CCCC2)C1 (centres undefined)
-11.4% | CCC(C)NC(=O)CSc1nc(-c2ccco2)nc2ccccc12 (centres undefined)
9.3% | Cc1ccc(C(=O)COC(=O)c2ccc(N3CCCC3=O)cc2)cc1C
13.0% | COc1cc(C#N)c(C(=O)c2ccc(C)cc2)cc1OC
-3.6% | CC(C)CC(=O)NCCC1CCN(C(=O)Nc2ccc(F)cc2F)CC1
8.0% | CCC(=O)Oc1ccc2c(=O)c(Oc3cc(C)cc(C)c3)c(C(F)(F)F)oc2c1
-3.3% | O=C(Cn1c(NCc2ccccc2)nc2ccccc21)Nc1ccccc1
-14.8% | CN(CC1(C)CCOCC1)C(=O)NC1CCCC1
9.9% | COc1cc2nc(NC(=O)c3ccco3)sc(=O)c2cc1OC
-9.6% | CCCSc1c(C(C)C)cnc2c1c(=O)n(C)c(=O)n2C
? | CN(Cc1ccccc1)c1ncccc1CNC(=O)c1ccnn1C
15.9% | CN(C)Cc1nc(SCC(=O)Nc2ccc(F)cc2)c2ccccc2n1
-3.1% | Cc1sc2cc(C(=O)O)[nH]c2c1CN1CCCCC1
17.4% | CCCNC(=O)c1cccc(NC(=O)CCc2ccccc2)c1
12.5% | O=C(Cc1csc(-c2ccccc2)n1)N1CCCC(c2ccn[nH]2)C1 (centres undefined)
32.8% | Cc1ccc(-c2cn[nH]c2C2CCCN(C(=O)CN3CCOCC3)C2)cc1 (centres undefined)
-8.3% | Cc1cccn2c(CNCCc3ccco3)c(C(=O)N3CCOCC3)nc12
? | CCn1cc(S(=O)(=O)c2cc(C)cc(C)c2)c(=O)c2cc(F)c(N3CCOCC3)cc21
8.8% | CCc1ccc(CN2CCC(n3nccc3NC(=O)Cc3ccccc3)CC2)o1
? | CCSS(=O)(=O)c1cccc2cccnc12
9.2% | COc1ccc(-c2noc(-c3ccc(N4CCN(c5ccccc5OC)CC4)c([N+](=O)[O-])c3)n2)cc1
3.3% | CC1CCN(c2nc3c(S(=O)(=O)c4cccc(Cl)c4)nnn3c3ccsc23)CC1
11.3% | CCn1c(Cc2ccc(OC)cc2)nnc1SCc1nc2ccccc2c(=O)[nH]1
-0.9% | Cc1ccc2c(CNCc3ccco3)cc(=O)oc2c1
? | COc1ccc(CNC(=O)C2CCN(c3cc(C(F)(F)F)nc(C)n3)CC2)c(OC)c1
-6.9% | Cc1ccc(C(=O)NC2CC2)cc1NC(=O)CC1C=CCC1 (centres undefined)
15.9% | CCOc1cc(=O)n2c(c1C(=O)NC1CCc3ccccc31)CCCCC2 (centres undefined)
? | COC(=O)Cc1c(C)c2ccc(OCc3ccccc3Cl)cc2oc1=O
7.6% | CCN1C(=O)CN(C(=O)c2ccco2)CC12CCOCC2
6.0% | O=C(Cn1nc(C(=O)O)c2ccccc2c1=O)NC(c1ccccc1)c1ccccc1
? | Cc1ccc(-c2cc(C(=O)O)c3cccc(Cl)c3n2)s1
? | CC1(c2ccccc2)N(Cc2ncccn2)C(=O)OC12CCN(Cc1ccc(F)cc1)CC2 (centres undefined)
-11.8% | CCN(Cc1ccccc1)C(=O)[C@@H]1CCC(=O)N[C@@H]1COC
54.0%[activator] | CCOc1ccc(/C=C/c2nc(C#N)c(NCCCN3CCOCC3)o2)cc1
6.1% | CCN(CC)c1ccc(NS(=O)(=O)c2ccc(C3CCCCC3)cc2)cc1C(=O)O
? | N#Cc1cccc(/C=C2\CSc3ccccc3C2=O)c1
-2.5% | CCOc1cc(=O)n2c(c1C(=O)Nc1cc(C)ccc1OC)CCCC2
-48.0% | CC(=O)N1CCc2cc(S(=O)(=O)CCC(=O)N3CCN(c4ccccc4F)CC3)ccc21
-25.3% | CCCN1CCc2[nH]cnc2C12CCN(C(=O)Cn1cc(C)c(=O)[nH]c1=O)CC2
? | O=C(c1cc(N2CCCCC2)nc2ccccc12)N1CCOCC1
? | Cc1ccc(-c2cc(C(=O)N3CCN(CC(=O)N4CCOCC4)CC3)c3ccccc3n2)cc1
1.5% | COc1ccccc1OCCNC(=O)C1CCN(c2cn[nH]c(=O)c2)C1 (centres undefined)
3.9% | COc1ccc(NC(=O)Cn2c(=O)oc3cc(S(=O)(=O)N4CCCCCC4)ccc32)cc1OC
10.4% | Cc1ccc(NC(=S)NC(=O)c2cncc(Br)c2)c(C)c1
? | CN1c2cc(C(=O)Nc3ccc4c(c3)OCCO4)ccc2C(=O)N2CCCCCC21 (centres undefined)
20.7% | Cc1ccccc1-c1cc(C(=O)NC2CCCCCC2)c2cccc(Cl)c2n1

Of the compounds above, these contain a nitro group on carbon:
KDM5B inh | canonical_smiles
-11.7% | Cc1cc(=O)n(CC(=O)Nc2cccc([N+](=O)[O-])c2)c(-n2nc(C)cc2C)n1
9.2% | COc1ccc(-c2noc(-c3ccc(N4CCN(c5ccccc5OC)CC4)c([N+](=O)[O-])c3)n2)cc1

KDM5B inh, hit marks shown above
KDM5B inh | canonical_smiles
31.6µM* | CC(C)CCN1CCc2c(n(Cc3cccnc3)n(CCc3ccccc3)c2=O)C1
31.6µM* | O=C(NCc1nnc2ccc(-c3ccc(Cl)cc3)nn12)c1ccc(F)c(F)c1
28.2µM* | O=C(N[C@H]1CCN2C(=O)N(c3cccc4nsnc34)C(=O)[C@@H]2C1)c1ccnc(Cl)c1

Going on with the list.
KDM5B inh | canonical_smiles
-6.1% | CCc1ccc(C(=O)N2CCC3(CC2)OCC(C(=O)NCCOC)N3C(=O)c2cccc(C)c2)cc1 (centres undefined)
-52.6% | COc1ccc(-c2cc(C)no2)cc1S(=O)(=O)NCc1ccc(OC(C)C)cc1
-16.1% | Cc1ccc(N(CC(=O)NCCc2ccccc2)S(=O)(=O)N(C)C)cc1
? | O=c1c2c3c(sc2[nH]c(=S)n1Cc1ccco1)CCC3
-6.1% | O=C(Cc1ccccc1Cl)NCc1cccc(C(=O)Nc2ccccc2)c1
-15.2% | COC(=O)[C@@H]1C[C@H](NS(=O)(=O)c2cc(OC)ccc2OC)CN1C
? | Cc1ccc2c(C)c(C(=O)NCC(c3ccc(Cl)cc3)N3CCOCC3)oc2c1 (centres undefined)

From PubChem BioAssay
